Compound activity deposited in PubChem BioAssay by several laboratories.
STAT1 activator: activators of IFN-gamma induced STAT1 signaling; NIH 3T3 STAT1-luciferase reporter, luminescence; 100% = IFN-gamma alone, no compound; 2.6% of 200,000 active; activation (% of control), % at 5.5 µM;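 active means activation above the screen-wide mean activation plus 3 SD, cut at about 130% in these data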;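 further: raw ratio to IFN-gamma control signal so 100% means no change and 0% no light; values of inactives mirror those of a sister screen read the other way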
APP 5UTR inh: APP translation inhibition; SH-SY5Y APP 5'UTR-luciferase reporter, luminescence; 0.82% of 190,000 active; inhibition, % at 2 µM;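 active means inhibition above a set limit, derived from the sample mean plus 3 SD, cut at about 45% in these data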; further: values of inactives mirror those of a sister screen read the other way
ROMK mod: modulators of human ROMK potassium channel | P48048 | 2% of 130,000 active | B-score at 10 µM | AID 1918 | Tet-inducible ROMK, thallium flux fluorescence; actives lie on both sides;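 active means signal ratio slope over the read window, or its plate-corrected B-score, at least 3 SD from the plate mean, either direction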;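 further: B-score of the F/F0 ratio slope over 7 to 12 s after thallium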
Target sequence (P48048 whole entry, looked up): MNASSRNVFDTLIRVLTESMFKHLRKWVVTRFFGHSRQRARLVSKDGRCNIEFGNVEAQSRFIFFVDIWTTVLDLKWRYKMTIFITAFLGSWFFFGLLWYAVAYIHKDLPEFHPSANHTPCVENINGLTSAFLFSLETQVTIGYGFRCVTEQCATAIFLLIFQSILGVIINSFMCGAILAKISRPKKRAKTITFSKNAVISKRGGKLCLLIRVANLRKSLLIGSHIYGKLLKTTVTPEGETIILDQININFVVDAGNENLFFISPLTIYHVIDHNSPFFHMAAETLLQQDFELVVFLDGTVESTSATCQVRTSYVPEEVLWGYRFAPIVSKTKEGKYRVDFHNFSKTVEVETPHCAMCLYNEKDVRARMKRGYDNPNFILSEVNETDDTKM
STAT1 blocker: STAT1 signaling inhibition. NIH 3T3 STAT1-luciferase reporter, IFN-gamma, luminescence. inhibition, % at 5.5 µM. 0.35% of 200,000 active. AID 920;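 active means inhibition above a set limit, the mean inhibition across all tested compounds plus 3 SD, cut at about 34% in these data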;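 further: 0% = IFN-gamma with DMSO and 100% = IFN-gamma with 300 µM nifuroxazide; values of inactives mirror those of a sister screen read the other way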
NF-kB expr up: NF-kB expression increase, human neuronal cells; NF-kB reporter expression; hits give high values; fold change at 12.5 µM; 1.6% of 190,000 active; in the data active means fold change above about 3.3
FLuc stim CS: firefly luciferase counter-screen for stimulation assays. P08659. ATPlite luciferase biochemical, luminescence, 10 min; 0 = ATP-free wells, 1 = DMSO control. activation factor at 10 µM. 200,000 tested, under 10 active;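 active means luciferase activation factor, scaled between plate controls, of at least 2 with compound at 10 µM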
Target sequence (P08659 whole entry, looked up): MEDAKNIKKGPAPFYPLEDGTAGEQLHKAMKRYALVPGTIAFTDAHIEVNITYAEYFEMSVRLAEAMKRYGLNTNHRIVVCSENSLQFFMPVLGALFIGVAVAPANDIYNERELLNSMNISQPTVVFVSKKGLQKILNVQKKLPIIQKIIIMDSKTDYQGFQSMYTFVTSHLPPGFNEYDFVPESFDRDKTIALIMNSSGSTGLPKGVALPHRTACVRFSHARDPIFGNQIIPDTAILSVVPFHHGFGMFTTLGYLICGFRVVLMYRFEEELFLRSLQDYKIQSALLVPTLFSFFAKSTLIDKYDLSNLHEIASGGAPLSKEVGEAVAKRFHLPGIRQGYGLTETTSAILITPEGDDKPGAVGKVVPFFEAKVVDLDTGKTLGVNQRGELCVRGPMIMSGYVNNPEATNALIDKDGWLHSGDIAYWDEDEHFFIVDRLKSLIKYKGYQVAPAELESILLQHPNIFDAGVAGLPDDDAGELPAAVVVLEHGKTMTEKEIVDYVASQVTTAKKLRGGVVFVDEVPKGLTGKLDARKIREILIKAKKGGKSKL
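Assay system: Luciferase/luciferin reagent mix; Medium: PBS as buffer for the ATP substrate; Dosing: test compounds dosed from 2 mM stocks in 100% DMSO; Times: 10 min, room temperature; Signal: luminescence from luciferase reaction; Read-out: luciferase activation; Controls: No-ATP low control, compound-free enzyme-plus-ATP high control.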
STAT3 activator: increases IL-6 driven STAT3 reporter signal. U3A cells, IL-6 STAT3-luciferase reporter, luminescence; 100% = signal with IL-6 EC80 alone. activation (% of control), % at 5.6 µM. 0.91% of 190,000 active. AID 871;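 active means activation above the screen-wide mean of compound activation plus 3 SD, cut at about 130% in these data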;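 further: 0% = background luminescence of wells with medium and substrate only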
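Material: STAT3-luciferase reporter U3A cells; Probe or stimulus: IL-6 (33 ng/mL); Incubation: compound pre-incubation 1 h before IL-6, then 6 h stimulation at 37 °C; Technique: luminescence from STAT3-driven luciferase reporter; Evaluation: % activation versus median of IL-6-stimulated wells; Controls: IL-6-only high control.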
FLuc inh counter: inhibits firefly luciferase, flagging false hits in luciferase inhibition screens; P08659; inhibition, % at 10 µM; 1.5% of 200,000 active; ATPLite firefly luciferase biochemical luminescence, 10 min; AID 1006;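 active means inhibition above about 50% when tested at 10 µM, limit read from the data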
APP 5'UTR act: APP 5'UTR luciferase reporter activation; SH-SY5Y APP 5'UTR luciferase reporter, luminescence; zero percent = DMSO vehicle wells; 1% of 190,000 active; activation, % at 2 µM; AID 1276;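 active means activation above a set limit, based on mean plus 3 SD of controls, cut at about 140% in these data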; further: values of inactives mirror those of a sister screen read the other way
STAT3 blocker: reduces IL-6 driven STAT3 reporter signal | U3A cells, IL-6 STAT3-luciferase reporter, luminescence; host cell line lacks STAT1 | inhibition, % at 5.5 µM | 0.89% of 190,000 active;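 active means inhibition above the mean inhibition across all screened compounds plus 3 SD, cut at about 44% in these data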;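 further: 0% = DMSO only wells and 100% = 100 µM nifuroxazide control wells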
Starred values were filed as active, the others as inactive; . = no result given. This is a random part of the collection; about 7.1% have a hit in one of these screens.

SMILES	STAT1 activator	APP 5UTR inh	ROMK mod	STAT1 blocker	NF-kB expr up	FLuc stim CS	STAT3 activator	FLuc inh counter	APP 5'UTR act	STAT3 blocker
Cc1ccc(/C(O)=C2\C(=O)C(=O)N(c3cc(C)on3)C2c2cccc(Br)c2)cc1 (configuration not stated)	106.7	-6.3	.	-7.2	1.01	1	109.4	-2.9	6.3	-6.3
Cc1cc(=O)n2cc(-c3ccccc3)nc2[nH]1	121.1	-9.6	.	-23.7	1.91	0.6	96.0	36.7	9.6	7.6
Cc1c(NC(=O)Cc2noc3ccccc23)cccc1[N+](=O)[O-]	100.7	-21.9	0.059	-0.1	1.2	1	92.6	-4.9	21.9	9.6
O=S(=O)(Cc1cc(Oc2ccccc2)nc(-c2ccccc2)n1)c1ccccc1	88.1	1.3	.	13.0	1.02	1	91.8	0.4	-1.3	15.8
CC(C)CC(OC(=O)c1ccco1)C(=O)NC1CCCCC1 (configuration not stated)	99.8	0.4	.	0.2	1.19	1	98.3	2.5	-0.4	6.2
Cn1c(=O)[nH]c(=O)c2c1nc(N1CCc3ccccc3C1)n2CCSc1nc2ccccc2s1	96.8	-2.4	.	3.5	1.02	1	107.7	0.7	2.4	-5.4
CCOC(=O)C1=C(c2ccccc2)NC(=S)NC1c1ccc(C)c([N+](=O)[O-])c1 (configuration not stated)	97.0	-17.4	-0.0902	3.4	0.95	1	106.7	-3.8	17.4	-10.8
COCCNC(=O)c1onc(CSc2ccccc2C)c1C(=O)O	97.2	-6.5	.	3.1	1.24	1.1	98.3	-7.9	6.5	3.7
CCC(C)NC(=O)Cn1c(=O)sc2ccccc21 (configuration not stated)	101.5	-12.3	-0.00516	-1.8	1.04	1	105.6	-1.5	12.3	-5.1
Cc1ccc(C(=O)COC(=O)c2cnccn2)cc1[N+](=O)[O-]	95.5	0.8	-0.0158	2.0	1.13	1.1	104.5	-5.8	-0.8	-0.5
COC(=O)c1cc2c(C)c(C)c3ccccn3c-2c1C(=O)OC	105.3	-0.3	-0.386	-5.8	0.28	1	84.3	-3.8	0.3	17.7
COc1ccccc1OCC(=O)Nc1ccc2c(c1)n(C)c(=O)n2C	88.0	-3.4	1.06	12.4	0.87	1	88.3	3.3	3.4	23.3

Sorted by count of non-hydrogen atoms (smallest number first): some entries from above.
SMILES	STAT1 activator	APP 5UTR inh	ROMK mod	STAT1 blocker	NF-kB expr up	FLuc stim CS	STAT3 activator	FLuc inh counter	APP 5'UTR act	STAT3 blocker
CCC(C)NC(=O)Cn1c(=O)sc2ccccc21 (configuration not stated)	101.5	-12.3	-0.00516	-1.8	1.04	1	105.6	-1.5	12.3	-5.1
CC(C)CC(OC(=O)c1ccco1)C(=O)NC1CCCCC1 (configuration not stated)	99.8	0.4	.	0.2	1.19	1	98.3	2.5	-0.4	6.2
COC(=O)c1cc2c(C)c(C)c3ccccn3c-2c1C(=O)OC	105.3	-0.3	-0.386	-5.8	0.28	1	84.3	-3.8	0.3	17.7
CCOC(=O)C1=C(c2ccccc2)NC(=S)NC1c1ccc(C)c([N+](=O)[O-])c1 (configuration not stated)	97.0	-17.4	-0.0902	3.4	0.95	1	106.7	-3.8	17.4	-10.8
Cn1c(=O)[nH]c(=O)c2c1nc(N1CCc3ccccc3C1)n2CCSc1nc2ccccc2s1	96.8	-2.4	.	3.5	1.02	1	107.7	0.7	2.4	-5.4

New compounds follow:
SMILES	STAT1 activator	APP 5UTR inh	ROMK mod	STAT1 blocker	NF-kB expr up	FLuc stim CS	STAT3 activator	FLuc inh counter	APP 5'UTR act	STAT3 blocker
O=C(Nc1ccccc1)C1C2/C=C\CCCCC21 (configuration not stated)	120.9	-14.1	.	-24.6	1.41	1	100.8	0.5	14.1	3.6
CC(=O)Nc1nc2ccccc2n1CCN(C)C	98.2	10.9	.	1.9	1.08	1	98.2	-3.6	-10.9	7.4
COc1ccc(/C(O)=C2/C(=O)C(=O)N(CCN3CCOCC3)C2c2ccc(C)cc2)cc1 (configuration not stated)	95.6	-0.1	.	4.8	1.04	1.1	100.3	-5.5	0.1	5.7
CCCSc1cc(N2CCCC2)nc(-c2ccccc2)n1	98.8	7.3	0.375	1.3	0.99	1.1	101.4	-5.8	-7.3	5.5
NC(=O)CSc1nc2c(c(=O)n1-c1ccccc1)C1(CCCCC1)Cc1ccccc1-2	99.5	6.7	-0.0562	0.7	1.27	1.1	106.9	-5.1	-6.7	-10.2
O=C(NCCc1c[nH]c2ccccc12)c1cnccn1	106.8	-10.2	0.148	-7.3	1.52	1	113.3	1.4	10.2	-10.2
O=C(Cn1nnc(-c2cccs2)n1)NCc1ccccc1	105.4	-23.5	-0.303	-5.6	1.42	1.1	102.9	-5.3	23.5	6.1
Cc1nc2ccccc2c(=O)n1NC(=O)C1CCCCC1	99.0	-0.6	.	1.1	1.04	1	96.2	-3.3	0.6	8.8
Cc1ccc2occ(/C=N/O)c(=O)c2c1	99.8	1.7	.	0.2	0.96	1	95.3	3.1	-1.7	9.8
CC(=O)N(/N=C1\Sc2ccccc2C1=O)c1cccc(C)c1	127.0	-136.2	.	-29.5	7.08*	0.7	110.6	25.9	136.2*	-8.0
COc1ccc(N/C=C/C(=O)C(C)(C)C)cc1	116.8	-0.2	0.182	-19.4	1.42	0.8	95.1	15.9	0.2	16.3
O=c1[nH][nH]c2cc(=O)n(-c3cccc(C(F)(F)F)c3)nc12	106.1	4.1	0.386	-7.5	0.97	1	112.5	1.8	-4.1	-0.9
CCc1ccc(-c2csc3ncn(CC(=O)N4CCOCC4)c(=O)c23)cc1	101.3	10.3	-1.18	-2.5	0.86	1	97.5	-2.0	-10.3	2.9
CCc1ccc(CCC(=O)Nc2nccs2)o1	108.4	-1.4	.	-9.2	1.73	1	87.4	-4.2	1.4	20.1
Cc1cc2ccccc2n1CCNC(=O)C(C)C	107.7	25.7	.	-7.3	1.1	1	106.2	-0.2	-25.7	-7.4
CCCOC(=O)Nc1nc2ccccc2o1	120.0	-58.6	-0.807	-22.1	1.84	0.6	120.7	35.2	58.6	-22.7
CCCCC(O)CN1CCC(c2ccccc2)CC1 (configuration not stated)	103.5	14.1	0.91	-3.8	0.96	1.1	102.5	-10.7	-14.1	1.6
CS(=O)(=O)N1CCCC(C(=O)NCc2ccco2)C1 (configuration not stated)	98.1	0.4	.	2.1	1.16	1	107.9	1.9	-0.4	-5.8
CCC(=O)N1CCc2cc(Br)cc(S(=O)(=O)NCC3CCCN3CC)c21 (configuration not stated)	100.3	5.6	.	0.3	0.94	1.1	99.2	-10.6	-5.6	7.2
CCOC(=O)Cn1nc(C)c(NC(=O)COc2ccccc2[N+](=O)[O-])c1C	100.1	18.9	0.242	1.6	1.17	1.1	103.9	-7.7	-18.9	0.5
S=C(NCc1ccccc1)N1CCN(c2ccccc2)CC1	94.1	8.8	0.52	6.2	1.1	1.1	101.5	-9.6	-8.8	0.1
Cc1nn2c(-c3ccccn3)ccnc2c1Cl	100.9	-21.0	-0.252	-2.4	0.9	1	79.7	1.6	21.0	29.6
O=C(CSc1nnc2sc3ccccc3n12)NCc1ccco1	86.2	1.0	.	15.2	0.93	1	89.5	0.7	-1.0	16.4
Cc1cccc(-c2oc(C)c(C)[n+]2[O-])c1	101.6	-7.3	0.0215	-1.7	1.19	1	105.9	-4.5	7.2	-3.4
CCOC(=O)COc1cc2oc(=O)cc(C)c2cc1[N+](=O)[O-]	108.6	-6.9	2.36	-11.2	1.21	1.1	102.3	-5.0	6.9	1.7
NC(=S)Nc1cccc2cnccc12	107.0	-3.0	.	-7.8	1.05	1	93.7	-3.3	3.0	17.4
O=C(NCC1CCCCC1)c1cc(S(=O)(=O)N2CCCCC2)ccc1N1CCOCC1	101.0	13.2	0.0625	-2.2	1.1	1	103.9	-2.2	-13.2	-3.5
Cc1cccc(Sc2ccc([N+](=O)[O-])cn2)c1	98.6	1.6	-1.16	1.6	1.15	1.1	96.4	-6.1	-1.6	7.9
COCCSc1ccccc1C(=O)N1CCOCC1	102.5	-14.3	0.493	-4.9	1.19	1	96.0	-1.9	14.3	4.9
Cc1ccccc1NC(=S)N=Nc1c(O)n(C)c2ccc(S(=O)(=O)N3CCOCC3)cc12	95.0	17.5	0.0217	7.5	1.32	1	101.7	3.4	-17.5	-4.7
Cc1nc2ccccc2c(=O)n1NC(=O)c1cncc(Br)c1	98.7	-11.2	0.56	1.0	1.04	0.9	94.4	5.3	11.2	11.7
CS(=O)(=O)N1N=C(c2ccco2)CC1c1ccc(Cl)cc1Cl (configuration not stated)	101.8	-0.9	0.0192	-4.2	0.86	1	96.8	0.6	0.9	9.2
COc1ccc(NC(=O)CC2COc3ccccc3O2)c(OC)c1 (configuration not stated)	87.4	4.8	.	13.8	1.02	1	78.3	-3.9	-4.8	28.7
Cn1c(SCc2ccccc2Cl)nc(C(F)(F)F)cc1=O	97.7	4.9	.	2.6	0.9	1	94.8	-4.3	-4.9	12.6
COc1ccc(CCn2c(-c3ccco3)nc3nc4ccccc4nc32)cc1	115.9	-12.8	.	-17.3	0.52	1	82.2	-1.4	12.8	25.9
O/N=C/c1ccc(OCc2ccccc2F)c(Cl)c1	156.0*	-134.6	-1.14	-60.8	1.19	0.6	90.7	44.1	134.6	12.4

Some of these compounds in order of the NF-kB expr up value, smallest number first:
canonical_smiles	NF-kB expr up
CS(=O)(=O)N1N=C(c2ccco2)CC1c1ccc(Cl)cc1Cl (configuration not stated)	0.86
Cn1c(SCc2ccccc2Cl)nc(C(F)(F)F)cc1=O	0.9
Cc1nc2ccccc2c(=O)n1NC(=O)c1cncc(Br)c1	1.04
CCOC(=O)COc1cc2oc(=O)cc(C)c2cc1[N+](=O)[O-]	1.21

The list goes on:
SMILES	STAT1 activator	APP 5UTR inh	ROMK mod	STAT1 blocker	NF-kB expr up	FLuc stim CS	STAT3 activator	FLuc inh counter	APP 5'UTR act	STAT3 blocker
Cc1ccc(SCCN)cc1C	103.5	5.0	-2.96*	-6.2	1.14	1	101.4	-4.6	-5.0	4.1
Oc1ccc(/C=N/NC(=S)Nc2cccnc2)c(O)c1	88.7	-21.8	0.134	12.6	2.01	0.9	90.2	12.9	21.8	13.9
CCOC(=O)c1ccc(CNC(=O)c2n[nH]c(=O)c3ccccc23)o1	99.2	9.2	.	0.9	0.98	1	98.5	-0.8	-9.2	7.6
C/C(CC(=O)Nc1ccc(Cl)c(Cl)c1)=N\NC(=O)C(=O)N1CCCCC1	109.6	10.9	-0.0492	-12.3	0.91	1.1	98.4	-7.2	-10.9	4.2
CC(=O)c1c(C)[nH]c(C(=O)Nc2nc(C)cs2)c1C	34.5	-115.9	2.83*	70.3*	1.14	0.1	30.2	89.6*	115.9	84.8*
COc1ccc(-c2cccc(C(=O)Nc3cccc(C(=O)O)c3)c2)cc1	128.1	-73.9	.	-31.4	2.13	0.9	114.7	10.2	73.9	-16.8
Cc1cc2nc(-c3ccc(SCC(=O)N4CCc5ccccc54)nc3)[nH]c2cc1C	139.1*	-110.0	0.39	-43.7	1.5	0.2	137.5*	82.1*	110.0	-35.6
CCn1nc(C(=O)Nc2ccc(S(=O)(=O)Nc3nccs3)cc2)c2ccccc2c1=O	94.3	20.6	-0.033	6.2	1.31	1.1	90.0	-7.1	-20.6	16.4
